NALP3 yeast inh – blocks the NALP3 inflammasome reconstituted in yeast; Yeast reconstituted NLRP3/ASC/caspase-1, beta-gal luminescence, 24 h; inhibition, % at 10 µM; 0.39% of 330,000 active;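 active = inhibition of 50% or more; inactive = inhibition below 50%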;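 also: plate controls were induced DMSO wells for no effect and uninduced yeast grown without galactose for full effect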
GRIN3A LBD mod – NR3A (human) ligand-binding domain modulation; NR3A LBD differential scanning fluorimetry, Tm shift; 0% = protein alone, 100% = glycine-bound protein; Tm shift relative to glycine control, % at 25 µM; 2.5% of 340,000 active;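 active = melting temperature shift of at least 10% of the positive control shift, at one fixed dose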
XBP1 UPR activ – activators of adaptive arm of unfolded protein response (XBP1); CHO-XBP1 luciferase reporter, IRE1-XBP1 UPR activation, luminescence; percent of tunicamycin response, DMSO as zero; activation, % at 20 µM; 0.33% of 330,000 active;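 active = versus positive control, 20 µM dose yields 30% or more activation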;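 also: 100% = tunicamycin at 10 µg/mL and 0% = DMSO only wells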
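Test system: CHO-XBP1 luciferase reporter cells | Buffer or medium: Serum-containing F12 medium, 10% FBS | Schedule: 6 h compound exposure at 37 °C, 5% CO2 | Detection: Steady-Glo luciferase glow luminescence, 10 min after reagent addition | Read-out basis: Activation, % of tunicamycin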
Mdm2-MdmX inh – human Mdm2/MdmX binding inhibition | O15151+Q00987 | 3% of 330,000 active | inhibition, % at 8 µM | SaOS-2 split-luciferase Mdm2/MdmX complementation, luminescence;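 active = inhibition of at least 50% at 8 µM in the primary screen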
Target sequence (O15151 whole entry, looked up): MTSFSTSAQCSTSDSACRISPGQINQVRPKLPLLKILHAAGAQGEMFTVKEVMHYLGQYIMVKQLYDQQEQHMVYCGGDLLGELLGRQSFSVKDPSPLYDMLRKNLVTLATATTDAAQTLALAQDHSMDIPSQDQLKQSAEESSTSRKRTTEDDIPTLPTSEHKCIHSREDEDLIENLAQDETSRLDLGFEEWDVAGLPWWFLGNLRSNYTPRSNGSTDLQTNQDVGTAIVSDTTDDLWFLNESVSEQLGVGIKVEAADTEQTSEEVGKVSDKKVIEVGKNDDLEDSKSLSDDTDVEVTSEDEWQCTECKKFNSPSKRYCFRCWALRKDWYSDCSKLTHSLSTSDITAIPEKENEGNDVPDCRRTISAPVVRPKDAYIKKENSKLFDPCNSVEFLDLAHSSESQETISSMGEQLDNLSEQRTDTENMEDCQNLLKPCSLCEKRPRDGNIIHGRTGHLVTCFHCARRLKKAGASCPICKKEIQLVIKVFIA
Target sequence (Q00987 whole entry, looked up): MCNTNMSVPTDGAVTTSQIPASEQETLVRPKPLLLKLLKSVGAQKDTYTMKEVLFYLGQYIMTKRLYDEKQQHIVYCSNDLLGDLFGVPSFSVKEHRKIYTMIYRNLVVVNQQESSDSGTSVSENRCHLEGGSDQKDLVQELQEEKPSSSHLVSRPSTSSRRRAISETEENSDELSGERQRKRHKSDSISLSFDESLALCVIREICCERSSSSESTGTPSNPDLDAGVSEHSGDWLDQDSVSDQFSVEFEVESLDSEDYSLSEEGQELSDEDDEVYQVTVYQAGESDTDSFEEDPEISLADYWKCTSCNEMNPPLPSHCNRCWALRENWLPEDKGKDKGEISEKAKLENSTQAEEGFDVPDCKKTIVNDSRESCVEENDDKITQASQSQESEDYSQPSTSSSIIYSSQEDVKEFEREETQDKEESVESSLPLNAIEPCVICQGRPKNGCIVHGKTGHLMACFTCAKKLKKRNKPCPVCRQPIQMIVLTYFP
TIM10 inh – inhibits growth of TIM10 yeast strain; AID 463195; 1.4% of 330,000 active; inhibition, % at 10 µM; S. cerevisiae TIM10 strain growth, BacTiter-Glo luminescence, 24 h;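 active = inhibition of 40% or more at the single tested concentration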;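 also: wild-type TIM10 isogenic control strain grown at permissive 25 °C; 0% = DMSO yeast wells and 100% = minimal medium wells without yeast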
UPR CHOP act – apoptotic UPR (CHOP) activation; AID 449763; CHO-CHOP luciferase reporter, luminescence; percent of tunicamycin response over DMSO baseline; 0.34% of 330,000 active; activation, % at 10 µM;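 active = at 10 µM dose, activation of 40% or more, normalized to positive control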;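 also: 100% = tunicamycin at 10 µg/mL and 0% = DMSO alone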
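assay system = CHO CHOP reporter cells | amount = 500 CHO-CHOP cells per well | buffer or medium = F12 with 10% FBS | incubation = 16-18 h cell attachment, then 6 h compound exposure, 37 °C | detection = luminescence read with Steady-Glo | read-out = percent activation relative to tunicamycin control | controls = tunicamycin high control, DMSO low control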
tim10-1 inh – tim10-1 yeast growth inhibition | S. cerevisiae tim10-1 ts strain growth, BacTiter-Glo, 24 h | inhibition, % at 20 µM | 2.2% of 330,000 active | AID 463190;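 active = inhibition of at least 40%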;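 also: mutant grown at 25 °C; 0% = DMSO wells with yeast and 100% = wells holding no yeast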
APJ agonist – agonists of human APJ apelin receptor. P35414. CHO-K1 APJ PathHunter beta-arrestin, luminescence; 0% DMSO wells, 100% apelin. activation, % at 20 µM. 0.11% of 330,000 active. AID 2520;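 active = activation more than six SD over the plate average, tested at 20 µM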;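 also: 0% = DMSO alone and 100% = apelin-13 at 10 nM; some results filed as inactive read as strong as hits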
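Assay system – PathHunter CHO-K1 APJ (AGTRL-1) beta-arrestin reporter cells · Compound – one dose, 20 µM compound, 1% DMSO · Timing – compound 90 min 25 °C, reagent 1 h · Measured by – luminescence from split beta-galactosidase complementation, Galacton Star/Emerald II substrate · Measure – beta-arrestin recruitment to APJ as agonist activity, luminescent signal · Benchmarks – DMSO vs Apelin-13 10 nM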
tim23-1 inh – tim23-1 yeast growth inhibition | inhibition, % at 20 µM | 1.3% of 330,000 active | S. cerevisiae tim23-1 growth, BacTiter-Glo luminescence, 24 h;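 active = growth inhibition of the mutant yeast at or above 50%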;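 also: temperature-sensitive mutant grown at 25 °C; plate controls were DMSO-treated mutant yeast for no effect and medium wells lacking yeast for full effect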
* = called active by the depositor; . = not tested or not shown.

SMILES	NALP3 yeast inh	GRIN3A LBD mod	XBP1 UPR activ	Mdm2-MdmX inh	TIM10 inh	UPR CHOP act	tim10-1 inh	APJ agonist	tim23-1 inh
Cc1cc(C)c(S(=O)(=O)N2CCOC2CNC(=O)C(=O)NCc2ccco2)c(C)c1 (stereo not drawn)	9.3	-1.2	1.9	24.0	5.1	0.1	11.0	-2.7	7.1
Clc1nccnc1-c1ccccc1	3.9	-3.6	-0.2	-8.8	16.0	-1.2	-10.0	-2.3	-0.1
O=C(CCN1C(=O)c2ccccc2C1=O)C1=NN[C@@H]2C(=O)N(c3cccc(Cl)c3)C(=O)[C@H]12	2.6	-24.9	-4.8	16.8	-12.3	0.5	0.7	-2.8	2.3
Cc1c(Cl)c(C(=O)Nc2nc3ccccc3n2CCN2CCCCC2)nn1C	3.7	.	0.9	-2.9	-1.0	3.2	8.7	1.2	12.0
CC(=O)Nc1ccc(NC(=O)Oc2ccccc2)cc1	11.7	-45.4	0.4	10.2	9.8	2.1	5.8	-4.0	12.6
CC(=O)Nc1ccc(NC(=O)c2ccc(Cn3cc(Cl)cn3)cc2)cc1	4.4	2.3	-3.8	20.1	10.1	-0.6	9.8	-1.5	9.7
Cc1cccc(N2CCN(C(=O)C3CCCN(S(=O)(=O)c4cnc[nH]4)C3)CC2C)c1 (stereo not drawn)	8.0	-2.1	-0.2	7.1	-4.8	0.4	2.2	-0.7	0.8
CCc1ccc(Nc2nnc(SCC(=O)Nc3cccnc3Cl)s2)cc1	15.9	-4.8	0.4	14.4	16.4	-3.1	18.5	11.7	9.6
O=c1c2ccccc2n2c(=S)[nH]nc2n1-c1ccccc1	8.5	-0.3	4.2	9.9	-9.1	-0.6	-13.9	-2.9	-4.5
COC(=O)C1=C(C)N(Cc2ccccc2)C(=O)N[C@H]1c1cccc(F)c1	6.2	-2.8	-2.2	-0.6	0.5	1.9	-19.4	0.0	-1.6
Cn1c(SCC(=O)O)nnc1-c1ccc2ncccc2c1	-2.9	.	0.0	11.6	16.1	0.7	4.8	0.0	11.0
CCSc1nc2sc3c(c2c(=O)[nH]1)CCc1ccccc1-3	0.7	0.1	0.9	2.5	2.7	0.7	-0.9	-1.5	8.0
COc1ccc(NC(=O)C/C(C)=N/NC(=O)C(=O)Nc2cccc(Cl)c2C)c(OC)c1	7.4	2.5	1.0	-6.1	8.5	2.8	7.4	-3.3	3.0
C[C@@H]1C=C(C(=O)N2CCN(C)CC2)O[C@H](OCc2ccc(CO)cc2)C1	19.2	-0.6	1.1	17.3	-11.0	-0.2	-13.8	-1.7	-9.0
COc1cccc(N2CCN(S(=O)(=O)c3ccc(-c4coc(C)n4)cc3)CC2)c1	1.6	2.1	-6.3	31.4	6.8	1.5	17.9	1.7	15.9
Cc1nc([N+](=O)[O-])c(NCCO)n1Cc1ccccc1	-14.8	-0.5	1.2	-14.9	12.2	0.3	2.2	0.4	26.1
C#CCOCCOCCOCCNc1nc(N2CCN(C(=O)[C@H](CCC(=O)O)n3cc(C(N)CC(C)C)nn3)CC2)nc(N2CCN(C(=O)[C@H](Cc3ccc(O)cc3)n3cc(C(N)[C@H](C)CC)nn3)CC2)n1 (stereo partly drawn)	1.8	.	-0.6	4.3	9.5	1.9	-8.1	7.1	14.1
Cc1oc(-c2ccccc2F)nc1CS(=O)CC(=O)NC1CCCC1 (stereo not drawn)	7.0	-1.1	-4.3	10.1	1.0	0.4	15.9	0.9	-0.6
CN(C(=O)CCc1ccccc1)c1nnc(-c2ccncc2)s1	18.4	0.8	-0.7	15.2	1.0	-0.4	-14.2	-2.2	20.8
COc1ccc(-c2nc(N)sc2C2(O)C(=O)Nc3c(Br)cc(F)cc32)cc1OC (stereo not drawn)	-2.0	0.4	-1.0	-1.2	-3.2	-1.9	-4.3	-2.4	3.2
CCS(=O)(=O)NCC(c1cccnc1)N1CCN(c2ccccc2)CC1 (stereo not drawn)	0.4	-2.9	-2.5	-9.3	-3.1	-0.3	8.8	-3.9	4.5
COC(=O)C1=C(N)Oc2cc(C)n(CC3CCCO3)c(=O)c2C1c1ccccc1OC (stereo not drawn)	14.1	-0.4	-8.5	8.8	10.0	-0.4	0.6	-4.0	5.9
O=[N+]([O-])c1ccc(N/N=C2\CC3CC=CC23)c([N+](=O)[O-])c1 (stereo not drawn)	39.2	0.0	0.1	20.4	33.5	3.5	31.5	4.7	26.0
Cc1cccc(/N=C/c2c(O)ccc3oc4c(c23)CCCC4)n1	1.8	-0.6	-0.2	41.3	36.7	2.8	36.7	1.8	70.1*
O=C(Cc1ccc(Cl)cc1)NC1CCCN(Cc2ccccc2F)C1 (stereo not drawn)	8.5	-1.1	-4.2	7.1	-0.8	0.2	13.7	-3.3	18.7
CCOc1ccc(S(=O)(=O)NCc2csc(C)n2)cc1	0.4	8.9	-2.2	18.0	2.0	0.1	-6.4	-4.4	4.9
CC1CCCCC12NC(=O)N(CC(=O)NC(=O)Nc1ccc3c(c1)OCCO3)C2=O (stereo not drawn)	4.4	-2.8	-1.4	-79.1	-14.7	6.3	-2.6	-0.1	1.1
Cc1ccc(C)c(NC(=S)NC(NC(=O)Cc2cccc3ccccc23)C(Cl)(Cl)Cl)c1 (stereo not drawn)	14.9	-3.6	47.5*	99.3*	-19.2	51.7*	-14.0	11.9	-10.1
CN(C)c1ccnc(-n2cccc2/C=N/OCc2ccc(F)cc2Cl)c1C#N	28.9	-1.2	-2.8	-15.4	-5.8	2.8	28.0	2.3	16.0
COc1ccc(S(=O)(=O)NC(C)CCc2ccccc2)cc1 (stereo not drawn)	23.5	-3.2	-1.7	-2.0	-7.2	-0.6	15.6	-0.6	31.2
CC(NCC(=O)Nc1ccccc1C(=O)NC1CC1)c1ccccc1Cl (stereo not drawn)	10.7	-1.6	0.0	-1.3	7.9	-0.8	9.7	-4.1	7.3
N/C(=N\OC(=O)c1cccs1)c1ccc(Cl)cc1	22.8	9.8	0.8	6.7	83.7*	5.7	69.3*	13.8	81.7*
CC1=Nc2ccccc2N=C(NC(=O)CSc2nnnn2-c2ccccc2)C1c1ccccc1 (stereo not drawn)	14.9	-18.3	-4.4	18.4	14.6	2.0	20.1	-4.1	26.1
O=C(Cc1ccccc1)NC1CCN(S(=O)(=O)c2cccc(F)c2)CC1	0.2	0.5	-2.4	-0.7	4.0	-0.3	15.4	2.2	23.1
O=C(COc1ccc2c3c(c(=O)oc2c1)CCC3)NC1CCCCC1	26.4	-1.3	7.2	-9.8	-62.1	0.3	19.6	2.3	20.8
COc1cccc(CCNC(=O)c2ccc(OC)c(OC3CCN(C(C)C)CC3)c2)c1	9.6	-6.4	-1.3	-0.6	-2.3	0.5	-0.8	-6.3	-2.6
Cn1cnnc1SCc1ccc(C(=O)N/N=C/c2cccs2)cc1	19.9	0.5	-5.0	4.8	3.7	-0.1	-0.5	-2.8	2.2
Cc1csc(NC(=O)C2C3C=CC(C3)C2C(=O)O)n1 (stereo not drawn)	8.7	2.0	-2.5	-6.6	-3.8	1.1	-8.0	-3.7	9.5
CCOc1ccc(OCCn2c(S(=O)(=O)O)nc3c(N)ncnc32)cc1	-12.0	-1.1	-4.9	7.1	3.7	1.2	-8.6	1.5	-1.9
COCCN1CCN(c2c3c(nc4cc(-c5cccc(F)c5)nn24)CCC3)CC1	33.3	-6.0	-0.4	17.5	-2.7	-1.0	14.4	-2.1	7.5
COCCn1c(SCC(=O)NC2CCCCC2C)nnc1-c1ccncc1 (stereo not drawn)	-1.4	-4.5	0.7	17.8	-15.6	1.2	3.9	-3.7	0.5
COc1ccccc1NS(=O)(=O)c1cc(C(=O)N2CCCCCCC2)ccc1C	4.5	-0.9	1.1	10.7	-1.5	2.9	8.5	-1.8	7.3
CCN(CC)C(=O)Oc1cc(COC)nc(-c2ccccc2)n1	25.1	5.0	2.9	-4.0	3.6	-1.3	18.7	0.3	16.8
Cc1cc(Cl)cc(Cl)c1OCC(=O)NCc1ccco1	21.7	-2.2	-0.9	-19.6	35.0	-0.2	50.3*	1.3	49.5
O=C1CCCN1c1ccc(N2CCCC2=O)cc1	7.5	0.5	-2.3	9.9	-2.8	-0.1	10.4	-2.5	12.5

Sorted by the number under XBP1 UPR activ (low to high): some entries from above.
compound | NALP3 yeast inh | GRIN3A LBD mod | XBP1 UPR activ | Mdm2-MdmX inh | TIM10 inh | APJ agonist
CCOc1ccc(S(=O)(=O)NCc2csc(C)n2)cc1 | 0.4 | 8.9 | -2.2 | 18.0 | 2.0 | -4.4
Cn1c(SCC(=O)O)nnc1-c1ccc2ncccc2c1 | -2.9 | . | 0.0 | 11.6 | 16.1 | 0.0
Cc1nc([N+](=O)[O-])c(NCCO)n1Cc1ccccc1 | -14.8 | -0.5 | 1.2 | -14.9 | 12.2 | 0.4

An excerpt from above in order of number of heavy atoms, falling.
SMILES	NALP3 yeast inh	GRIN3A LBD mod	XBP1 UPR activ	Mdm2-MdmX inh	TIM10 inh	UPR CHOP act	tim10-1 inh	APJ agonist	tim23-1 inh
COc1ccccc1NS(=O)(=O)c1cc(C(=O)N2CCCCCCC2)ccc1C	4.5	-0.9	1.1	10.7	-1.5	2.9	8.5	-1.8	7.3
O=C(COc1ccc2c3c(c(=O)oc2c1)CCC3)NC1CCCCC1	26.4	-1.3	7.2	-9.8	-62.1	0.3	19.6	2.3	20.8
N/C(=N\OC(=O)c1cccs1)c1ccc(Cl)cc1	22.8	9.8	0.8	6.7	83.7*	5.7	69.3*	13.8	81.7*

Going on with the list:
SMILES	NALP3 yeast inh	GRIN3A LBD mod	XBP1 UPR activ	Mdm2-MdmX inh	TIM10 inh	UPR CHOP act	tim10-1 inh	APJ agonist	tim23-1 inh
COc1ccc(-n2c(C)cc(C(=O)COC(=O)c3ccc(O)cc3O)c2C)cc1	10.2	6.7	-1.3	10.6	8.0	5.2	14.0	-0.7	19.2
COc1ccc(CCN(C(=O)c2ccco2)C(C(=O)NC2CCCC2)c2ccncc2)cc1OC (stereo not drawn)	1.2	0.4	-0.8	7.3	14.9	0.1	4.0	-3.3	2.7
Cc1cccc(CNC(=O)C2CCCN(c3nn4c(=O)cc(C)nc4s3)C2)c1 (stereo not drawn)	-0.4	-2.5	-0.8	-5.7	-4.0	0.0	2.2	0.9	9.8
CCCn1c(NC(=O)c2ccc([N+](=O)[O-])o2)nc2ccccc21	26.2	-5.0	-2.9	45.2	41.4*	1.9	54.8*	14.0	50.5*
C[C@H](NC(=O)c1ccco1)C(=O)Nc1nnc(SCc2ccccc2)s1	13.3	0.3	4.1	15.2	6.9	1.3	-9.1	-2.9	7.9

Screening results (PubChem BioAssay)
